15-hLO-2 inh – qHTS Assay for Inhibitors of 15-hLO-2 (15-human lipoxygenase 2). Potency, µM (highest dose often 57.1 µM), inactives show top-dose activity change, negative = inhibition, most hits filed as inhibitors. purified 15hLO-2, xylenol orange hydroperoxide absorbance. Polyunsaturated fatty acid lipoxygenase ALOX15B (Homo sapiens), O15296. 110,000 compounds, 0.56% hits; further: potency means the concentration at half of the fitted maximal effect; nearly all actives have a fitted effect of over 60% in size; many of its hits are not listed in these tables
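Purified human 15hLO-2 (50 nM final) preincubated with compounds 15 min at room temperature in 25 mM Hepes pH 7.5, 0.01% Triton X-100, then 45 uM arachidonic acid added for 90 min; hydroperoxide detected via ferrous/xylenol orange, 573/405 nm absorbance ratio.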
PNC inhibitor – High Content Assay for Compounds that inhibit the Assembly of the Perinucleolar Compartment; PC3M PTB-GFP, PNC prevalence imaging, 16 h; hits give low values; activity change (PNC), negative = inhibition, % at 10 µM; 140,000 compounds, 3.1% hits; AID 2417, 2010;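 active means readout at or below -70, meaning at least 70% loss of cells showing the perinucleolar compartment, a nuclear body marking cancer cells; inconclusive means readout between -30 and a set limit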;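 further: plate controls were DMSO wells for no effect and camptothecin positive control wells for full effect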
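Compounds are pinned in duplicate onto adhered PC3M cells stably expressing GFP-tagged PTB and incubated 16 h at 37 C. Cells are then fixed, nuclei stained with Hoechst, and PNC-positive cells counted.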
IMPase inh – qHTS Assay for Identifying the Cell-Membrane Permeable IMPase Inhibitors; 120,000 tested, under 10 active; inhibition (IP1 accumulation), % at 46.1 µM; AID 901, 2007; Inositol monophosphatase 1 (Rattus norvegicus), P97697; CHO-M1 cells, IP1 accumulation, HTRF TR-FRET ratio; active means well fitted curve in the direction sought with a large enough effect in the signal ratio, not every such curve was filed as active; inconclusive means small, poorly fitted or top-dose-only effect, or a change in a side signal; inactive means no such curve, though single readings can be large or run the other way; the % refers to the signal ratio;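 further: cells stimulated with carbachol in lithium chloride buffer; plate controls were DMSO basal wells for no effect and reference inhibitor wells for full effect; higher means more IMPase inhibition seen as more IP1 and lower FRET ratio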
Target sequence (P97697 whole entry, looked up): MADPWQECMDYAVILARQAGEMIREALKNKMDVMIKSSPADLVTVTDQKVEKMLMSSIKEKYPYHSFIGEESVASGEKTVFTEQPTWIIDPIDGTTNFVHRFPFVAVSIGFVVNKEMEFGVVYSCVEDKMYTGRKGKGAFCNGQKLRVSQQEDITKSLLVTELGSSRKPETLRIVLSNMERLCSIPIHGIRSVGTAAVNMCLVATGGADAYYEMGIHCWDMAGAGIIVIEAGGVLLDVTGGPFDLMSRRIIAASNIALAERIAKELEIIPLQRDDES
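Elevated IP1 in lysates lowers TR-FRET signal (665/620 ratio and 620 channel reported). Cells were CHO-M1, given carbachol (50 uM as added) plus 50mM LiCl, pH 7.4, 30 min, 37C; compounds titrated up to 46 uM; AC50 by Hill equation.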
12-hLO inh – qHTS Assay for Inhibitors of 12-hLO (12-human lipoxygenase); 150,000 compounds, 0.12% hits; Polyunsaturated fatty acid lipoxygenase ALOX12 (Homo sapiens), P18054; AID 1452, 2008; Potency, µM (series often up to 57.1 µM), inactives show top-dose activity change, negative = inhibition, most hits filed as inhibitors; purified 12-hLO, xylenol orange hydroperoxide absorbance; further: potency means the concentration at half of the fitted maximal effect; nearly all actives have a fitted effect of over 55% in size; many of its hits are not listed in these tables
Target sequence (P18054 whole entry, looked up): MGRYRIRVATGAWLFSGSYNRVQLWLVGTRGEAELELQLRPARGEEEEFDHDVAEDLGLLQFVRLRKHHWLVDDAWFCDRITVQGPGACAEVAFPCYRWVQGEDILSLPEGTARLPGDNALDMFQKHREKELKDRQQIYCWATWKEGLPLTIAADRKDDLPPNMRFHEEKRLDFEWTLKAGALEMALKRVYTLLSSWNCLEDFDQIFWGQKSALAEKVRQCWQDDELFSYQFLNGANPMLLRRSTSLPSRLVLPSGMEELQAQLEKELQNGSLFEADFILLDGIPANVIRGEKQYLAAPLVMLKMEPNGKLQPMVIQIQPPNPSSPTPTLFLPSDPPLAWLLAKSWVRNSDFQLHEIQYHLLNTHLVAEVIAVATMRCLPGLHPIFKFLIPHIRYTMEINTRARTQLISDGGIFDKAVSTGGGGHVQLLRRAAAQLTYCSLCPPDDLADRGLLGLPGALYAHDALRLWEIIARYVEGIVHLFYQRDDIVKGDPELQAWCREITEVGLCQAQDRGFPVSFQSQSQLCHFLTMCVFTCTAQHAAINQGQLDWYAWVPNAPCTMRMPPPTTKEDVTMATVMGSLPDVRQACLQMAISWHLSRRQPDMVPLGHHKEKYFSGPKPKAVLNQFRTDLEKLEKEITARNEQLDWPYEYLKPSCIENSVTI
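150 nM 12hLO, 25 mM Hepes pH 7.0 + 0.01% Triton X-100; cpd preinc 15 min RT; 40 uM arachidonic acid, 30 min RT; Fe-XO 30 min; A573/A405 ratio as read-out.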
An asterisk follows results filed as active; ? = inconclusive; / = not tested or not shown; [ ] = another dose, or the depositor's remark. Unless noted, the call rests on the fitted dose curve; in most records, active means well fitted curve in the direction sought with a large enough effect; inconclusive means small, poorly fitted or top-dose-only effect, or another doubt; inactive means no such curve, though single readings can be large; an effect the other way counts as inactive or inconclusive. Unless noted, on the % scale 0 is the no-effect control and ±100 the full control effect. Not all compounds are listed (hit frequency here may not be typical).

Sample of the layout (five entries):
15-hLO-2 inh,PNC inhibitor,IMPase inh,12-hLO inh,compound
/,104,?,-3%,NC1=CC(=O)c2cccc3cccc1c23
/,62,-1,-4%,Oc1ccc2ccccc2c1/C=N/Nc1ccccc1
/,-100*,-4,-5%,COc1cccc(NS(=O)(=O)c2cc(C)sc2C)c1
/,-22,8,-4%,Cc1cc(N/N=C/c2ccc(O)c(C)c2O)nc(-c2ccccc2O)n1
12%,53,11,-2%,Cc1ccc(C(c2nnnn2C2CCCC2)N2CCN3CCCC3C2)cc1 (stereo not given)

All compounds of this part, previewed entries included:
15-hLO-2 inh,PNC inhibitor,IMPase inh,12-hLO inh,compound
/,104,?,-3%,NC1=CC(=O)c2cccc3cccc1c23
/,62,-1,-4%,Oc1ccc2ccccc2c1/C=N/Nc1ccccc1
/,-100*,-4,-5%,COc1cccc(NS(=O)(=O)c2cc(C)sc2C)c1
/,-22,8,-4%,Cc1cc(N/N=C/c2ccc(O)c(C)c2O)nc(-c2ccccc2O)n1
12%,53,11,-2%,Cc1ccc(C(c2nnnn2C2CCCC2)N2CCN3CCCC3C2)cc1 (stereo not given)
20%,?,10,-22%,COc1ccc(Cl)cc1Nc1nc(-c2sc(NC(=O)C(C)(C)C)nc2C)cs1
0%,19,8,14%,Cc1nnc(SCc2cc(=O)[nH]c(N3CCN(Cc4ccccc4)CC3)n2)s1
0%,-29,3,-9%,CCC(c1nnnn1Cc1ccc(F)cc1)N(CCCO)Cc1cc2cc3c(cc2[nH]c1=O)OCO3 (stereo not given)
5%,14,5,8%,CC(C)Oc1ccc(C2CC(=O)N(c3cccc(C(=O)O)c3)C2=O)cc1 (stereo not given)
-2%,?,12,-4%,c1ccc2c(c1)CCCN2Cc1nnnn1CC1CCCO1 (stereo not given)
7%[11.4 µM],/,/,-8%[11.4 µM],O=C(O)[C@@H](S)[C@H](S)C(=O)O
-15%,-18,-4,0%,CCc1nnc(NC(=O)CSc2nnc(COc3ccc(C#N)cc3)n2-c2ccccc2)s1

(cont.)
15-hLO-2 inh,PNC inhibitor,IMPase inh,12-hLO inh,compound
/,10,/,-3%,CC1CN(c2ccc([N+](=O)[O-])cc2C(=O)N2CCOCC2)CC(C)N1 (stereo not given)
70%[activator],-2,10,-2%,CC1CCC(C(C)C)C(OCC(O)CN2CCN(Cc3ccccc3)CC2)C1 (stereo not given)
7%,31,30[activator],-6%,CN(C)c1ccc(NC(=O)CC2NCCNC2=O)cc1 (stereo not given)
-17%,-3,-10,-4%,Cc1cccc(N(CC(=O)Nc2ccc(-c3nc4ccc(C)cc4s3)cc2)S(C)(=O)=O)c1
-1%,44,8,-9%,c1ccc2oc(SCc3cn4ccsc4n3)nc2c1
/,?,/,-5%,CCOc1ccc(C(=O)/C=C/Nc2ccc(S(=O)(=O)N=C(N)N)cc2)cc1
1%,-27,-7,-6%,CC(C)=C1C2CCC1C1C(=O)N(NC(=O)COc3ccc(Cl)c(C)c3)C(=O)C21 (stereo not given)
7%,-4,4,-8%,COc1ccccc1CCn1cnc2c3cc(C)ccc3n(C)c2c1=O
-12%,-6,-6,-3%,Cc1ccc(C)c(C(=O)Cn2ncc(Cl)c(Cl)c2=O)c1
-3%,-25,-8,-3%,C=CCn1c(N)c(C(=O)NCC2CCCO2)sc1=S (stereo not given)
/,-17,-1,-4%,CCCc1cc2c(cc1NC(=O)c1ccc(C(C)(C)C)cc1)OCO2
/,?,/,-4%,COc1ccc(C(=NNc2ccccc2C(=O)O)c2ccc(OC)cc2)cc1

Carrying on:
15-hLO-2 inh,PNC inhibitor,IMPase inh,12-hLO inh,compound
-4%,-26,0,0%,Cc1[nH]c(=O)[nH]c(=O)c1S(=O)(=O)N1CCCC(C(=O)NCCc2ccc(Cl)cc2)C1 (stereo not given)
31%[activator],/,12,-1%,O[C@H](CCCN1CCN(c2ncc(F)cn2)CC1)c1ccc(F)cc1
-11%,?,-1,1%,COc1cccc(C(=O)Oc2cc(-c3ccccc3)no2)c1
/,66,/,-2%,COc1ccc(C(=O)NC2CCN(C(=S)Nc3cc(C)cc(C)c3)CC2)cc1
13%[11.4 µM],2,-10[1.84 µM],-2%,Cc1ccc(S(=O)(=O)NC(CC(=O)NC2CCCC2)c2ccco2)cc1 (stereo not given)
8%,3,3,-6%,CCOc1ccc(C(CCc2ccccc2)NC(=O)c2ccc(OC)c(OC)c2)cc1OCC (stereo not given)
2%,?,8,1%,COc1ccc(/C=N/NC(=O)CCc2c(C)n[nH]c2C)cc1OC
2%,3,-3,-5%,O=C(CN1CCCCC1)Nc1cccc([N+](=O)[O-])c1
-2%,-11,3,-2%,O=C(NC1(C(F)(F)F)NC(=O)N(Cc2ccco2)C1=O)c1cccnc1 (stereo not given)
/,34,2,0%,COc1cccc(NC(=O)N2CCCC(C(=O)NCc3ccc(F)cc3)C2)c1 (stereo not given)
-14%,-22,5,-24%,COC(=O)/C(=C/Nc1ccc(O)cc1)[N+](=O)[O-]
11%,-2,7,2%,CCN(CC)Cc1cc2ccccc2c2c1COC2

(next part)
15-hLO-2 inh,PNC inhibitor,IMPase inh,12-hLO inh,compound
-23%,-29,6,-11%,O=C(COc1ncnc2scc(-c3ccc(F)cc3)c12)NCc1ccco1
2%,22,17,1%,Cc1nnc(SCCn2c(N3CCCC(C)C3)nc3c2c(=O)n(C)c(=O)n3C)s1 (stereo not given)
10%,?,16,-12%,CN1CCN(CC(=O)Nc2ccc(OCc3ccccc3)cc2)CC1
/,-23,/,0%,CC(=O)Nc1ccc(S(=O)(=O)NNC(=O)COc2ccc(C)cc2)cc1
/,-19,4,-2%,C/C(Cc1ccccc1)=N\NC(=O)CNC(=O)c1ccccc1
/,-17,/,-1%,O=C(C1CCCN(S(=O)(=O)c2ccccc2)C1)N1CCCCCC1 (stereo not given)
/,-20,/,-1%,COc1ccc(N(CC(=O)Nc2ccc3c(c2)OCO3)S(=O)(=O)c2ccc(F)cc2)cc1
-15%,24,4,0%,O=C(CSc1nc2ccc(S(=O)(=O)N3CCOCC3)cc2[nH]1)N1CCOCC1
/,?,/,-1%,CC(=O)Nc1cccc(S(C)(=O)=O)c1
-19%,16,-5,-5%,CC(C)CSc1nc2c(c(=O)[nH]c(=O)n2C)n1CC(O)COc1cccc2ccccc12 (stereo not given)
8%,?,16,5%,CC(C)(C)c1ccccc1OCCN1CCCC1
/,38,/,-1%,COc1ccccc1N(CC(O)COc1ccccc1)S(=O)(=O)c1ccccc1 (stereo not given)

(listing goes on)
15-hLO-2 inh,PNC inhibitor,IMPase inh,12-hLO inh,compound
/,?,/,-3%,O=C(CCc1nc2ccccc2s1)OCc1ccccc1
-8%,-2,5,8%,Cc1cccc(NC(=O)Cn2c(=O)n(CCC(=O)NC3CCCC3)c(=O)c3ccccc32)c1
-1%,-13,1,0%,COCCN(CC(=O)NCc1ccc(OC)cc1)C(=O)CCC(=O)Nc1nccs1
-12%,?,0,-6%,COc1ccc(/C(O)=C2/C(=O)C(=O)N(CCN(C)C)C2c2ccccn2)cc1OC (stereo not given)
/,-3,5,-1%,CC(=O)NS(=O)(=O)c1ccc(NC(=O)c2cc(-c3cccs3)nc3ccccc23)cc1
5%[2.29 µM],-15,-3,-4%,CCOC(=O)c1c(NC(=O)c2nn(CC)cc2Br)sc2c1CCCCC2
46%[activator],/,/,0%,Cc1nc(Nc2ccccc2)c2nc(-c3ccccc3)n(CCCN3CCCCC3C)c2n1 (stereo not given)
/,?,/,-4%,O=C(CCN1C(=O)C2C3CCC(C3)C2C1=O)Nc1ccc(Br)cc1 (stereo not given)
0%,?,0,-4%,CCc1c(C)nc2ncnn2c1N1CCC(C(=O)Nc2cccc(C(C)=O)c2)CC1
-2%,29,3,-1%,CCCC(=O)NCCCc1nc2ccccc2n1CC
0%,/,/,-1%,Cc1ccc2oc(=O)ccc2c1
-15%,9,-2,0%,Cc1ccc(-c2nnn(CC(=O)Nc3cccc4c3CCCC4)n2)o1

(continued)
15-hLO-2 inh,PNC inhibitor,IMPase inh,12-hLO inh,compound
/,32,/,?,S=C(NCc1ccc(Cl)cc1)NC1CCCCC1
/,7,8,0%,Nc1ccc(C(=O)OCC(=O)N2CCN(C(=O)c3ccco3)CC2)cc1[N+](=O)[O-]
-5%,-17,2,-3%,CN(C)c1nc(-c2ccccc2)nnc1C(F)(F)F
-3%,?,1,-3%,CC(CCC(=O)Nc1nncs1)C(=O)O (stereo not given)
-9%,-27,-7,3%,c1csc(CSc2nc3ccccc3s2)c1
1%,?,1,-3%,O=C(Nc1ccc(Br)cc1)N1CCCCCCC1
/,-7,-10,7%,Cc1ccc(-c2nn(C)c(=O)c3ccccc23)cc1S(=O)(=O)N1CCOCC1
13%,-9,4,-4%,COCCNC(=O)c1c[nH]n2c(=O)cc(C3CCN(C(=O)OC(C)(C)C)CC3)nc12
2%,-11,13,7%,O=C(CN(Cc1ccco1)C(=O)CCC(=O)Nc1ccccn1)NCCc1ccccc1
/,-102*,/,-2%,CCOc1ccc2nc(C)cc(Nc3cccc([N+](=O)[O-])c3)c2c1
1%,-14,10,-3%,O=C(Nc1cc(Cl)ccn1)C1CCN(S(=O)(=O)c2cccs2)CC1
/,?,/,-2%,COc1ccc(C)cc1S(=O)(=O)N(CC(=O)Nc1cccc([N+](=O)[O-])c1)c1ccccc1

Next part
15-hLO-2 inh,PNC inhibitor,IMPase inh,12-hLO inh,compound
/,-6,/,12%,CC1CCc2c(C(=O)NCc3ccccn3)csc2C1 (stereo not given)
/,-100*,8,-4%,CCn1c(SCC(=O)Nc2ccccc2F)nc2c(c1=O)SC(C)C2 (stereo not given)
/,79,4,2%,Cc1ccc(S(=O)(=O)NNC(=O)CCC(=O)Nc2ccc(C)c(C)c2)cc1
-7%,-12,-5,1%,CCc1c(O)nc(SCC(=O)Nc2ccccc2)n(-c2ccccc2)c1=O
-6%,-21,-9,-6%,COc1ccc(C2C(C(=O)Nc3cccc(C)n3)CCC(=O)N2c2ccc(OC)cc2)cc1 (stereo not given)
31%[activator],46,-2,3%,CCOc1[nH]n(-c2ccc(Cl)cc2)c(=O)c1C=Nc1ccc(Cl)cc1
/,?,-15,2%,COc1cccc(CN2CCNC(=O)C2CC(=O)O)c1OC (stereo not given)
2%,/,/,16%,O=c1c(-c2ccccc2)nc2cncnc2n1C1CC1
/,65,/,-1%,C/C(CC(=O)Nc1ccc(F)cc1)=N\NC(=O)COc1ccccc1
28%,?,3,-5%,Cc1nc2ccc(-c3nc4ccccc4o3)cc2[nH]1
/,66,-5,-3%,COc1ccc(-c2csc(Nc3ncccc3C)n2)cc1
-15%,8,6,-3%,O=C(c1ccc(O)cc1)c1ccc(C(=O)c2ccc(O)cc2)cc1

(cont.)
15-hLO-2 inh,PNC inhibitor,IMPase inh,12-hLO inh,compound
4%,52,-4,0%,COC(=O)C1CSC(C(=O)OC)N1C(=O)Nc1ccc(Cl)cc1 (stereo not given)
4%,/,/,7%,CC(=O)N1CCC2(CC1)CN(c1ccncc1)C2
/,-1,/,-5%,C=CCOC(=O)c1c(C)nc2cc3c(cc2c1C)OCO3
/,-16,-3,-1%,COC(=O)CSc1nnc(-c2cnccn2)n1C
/,1,19,-4%,COc1ccccc1CNc1nc(S(=O)(=O)c2ccccc2)c(Cl)s1
2%,99,0,-3%,COc1ccccc1CC(=O)N1CCN(c2ccccn2)CC1
